Screening data from PubChem.
FXN GAA850 act: increases GAA850 frataxin promoter reporter activity; HEK293 lucGAA850 FXN promoter luciferase reporter, 24 h; percent of 10 µM SAHA response; actives 0.56% (n = 360,000); activation, % at 6 µM; AID 540364;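 active means activation above the average of all compounds screened plus 3 SD, cutoff fixed separately per campaign, cut at about 7.5% in these data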;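 further: 0% = DMSO wells and 100% = 10 µM SAHA wells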
GC-B act: GC-B (human) receptor activation. P20594. HEK293-GC-B cells, CNP EC30, cGMP TR-FRET; 0% at EC30 CNP, 100% saturating CNP. activation, % at 10 µM. actives 0.11% (n = 370,000);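 active means activation at 10 µM reaching about 35% in either raw or pattern-adjusted values, limit read from the data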
rCAG binder: molecules binding r(CAG) RNA repeats | r(CAG) RNA repeat, TO-PRO-1 dye displacement fluorescence | inhibition, % at 3 µM | actives 1.3% (n = 370,000) | AID 651821;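 active means inhibition above the plate cutoff, the mean of all test compounds on that plate plus 3 SD, cut at about 35% in these data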;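 further: 0% = DMSO alone and 100% = 100 µM mitoxantrone as full dye displacement; higher means more dye released from RNA so lower well fluorescence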
KLK7 zymogen act: activators of human kallikrein-7 zymogen. activation, % at 7 µM. purified proKLK7, EDANS-DABCYL substrate fluorescence; 100% is mature enzyme control, 0% vehicle. actives 0.9% (n = 370,000). AID 652039;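 active means activation above the mean of all tested compounds plus 3 SD, computed per campaign excluding outliers beyond control limits, cut at about 13% in these data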
Target sequence (P49862 whole entry, looked up): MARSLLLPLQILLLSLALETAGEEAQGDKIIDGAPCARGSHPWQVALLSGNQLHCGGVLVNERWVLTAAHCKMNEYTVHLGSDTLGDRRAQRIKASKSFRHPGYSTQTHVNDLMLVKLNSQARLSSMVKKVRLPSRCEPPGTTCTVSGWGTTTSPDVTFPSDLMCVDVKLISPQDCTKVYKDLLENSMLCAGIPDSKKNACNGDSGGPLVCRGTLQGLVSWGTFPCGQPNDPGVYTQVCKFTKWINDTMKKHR
ADAM10 inh: inhibitors of human ADAM10; O14672; recombinant ADAM10, EDANS/DABCYL FRET peptide cleavage, 3 h; inhibition, % at 7 µM; actives 0.62% (n = 370,000);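 active means inhibition above a per-campaign cutoff equal to the mean of compounds falling between control-based bounds plus 3 SD, cut at about 20% in these data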;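 further: 0% = DMSO wells while the 100% control is not disclosed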
ASAP1 GAP inh: ASAP1 ArfGAP inhibition | actives 0.19% (n = 360,000) | ASAP1-stimulated ARF1 GTP hydrolysis, GDP FP detection | AID 624377 | inhibition, % at 16.5 µM; in the data active means inhibition above about 25%;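 further: 0% = vehicle with enzyme and substrate and 100% = no enzyme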
HGIII-sPLA2 inh: Blocks human group III sPLA2 activity | Q9NZ20 | QFRET BODIPY PC-A2 liposome hydrolysis, fluorescence | inhibition, % at 12.2 µM | actives 0.56% (n = 370,000);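 active means inhibition above mean plus 3 SD of compounds lying within the high and low control bounds, cut at about 19% in these data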;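 further: 0% = median of test compound wells and 100% = no enzyme DMSO wells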
Target sequence (Q9NZ20 whole entry, looked up): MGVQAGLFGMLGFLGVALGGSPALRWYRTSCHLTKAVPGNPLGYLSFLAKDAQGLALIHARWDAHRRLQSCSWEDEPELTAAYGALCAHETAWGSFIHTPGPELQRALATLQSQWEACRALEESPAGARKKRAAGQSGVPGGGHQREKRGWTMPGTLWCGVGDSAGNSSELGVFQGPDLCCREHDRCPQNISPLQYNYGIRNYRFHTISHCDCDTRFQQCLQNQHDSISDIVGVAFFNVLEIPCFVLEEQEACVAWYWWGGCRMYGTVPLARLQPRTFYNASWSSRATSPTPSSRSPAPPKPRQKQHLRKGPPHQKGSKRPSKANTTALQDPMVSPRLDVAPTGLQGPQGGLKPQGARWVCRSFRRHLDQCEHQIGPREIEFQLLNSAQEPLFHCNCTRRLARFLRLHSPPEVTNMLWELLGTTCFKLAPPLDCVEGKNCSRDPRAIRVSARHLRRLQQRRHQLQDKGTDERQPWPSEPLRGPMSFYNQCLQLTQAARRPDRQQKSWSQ
GC-A act: GC-A (human) enzyme activation. P16066. HEK293 GC-A cells, cGMP TR-FRET, EC30 ANP; 0% at EC30 ANP, 100% saturating ANP. activation, % at 10 µM. actives 0.14% (n = 370,000). AID 1671463; in the data active means activation above about 40%
Tn6 DDE FP: disrupts Tn6 cyclic peptide binding to fibrin D-Dimer-E complex; inhibition, % at 8.3 µM; actives 0.21% (n = 370,000); P02675; Fibrin DD(E) TRITC-Tn6 fluorescence polarization displacement;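 active means inhibition above a per-campaign cutoff: mean of compounds within control limits plus 3 SD, cut at about 15% in these data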;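 further: 0% = median of all compound wells on the plate and 100% = blocking peptide control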
ARFGAP1 inhibitor: inhibitors of rat ARFGAP1 | inhibition, % at 16.5 µM | AID 651572 | Arfgap1-stimulated ARF1 GTP hydrolysis, GDP FP detection | actives 0.26% (n = 360,000) | Q62848;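 active means inhibition above a per-plate limit, mean inhibition of low control wells plus 3 SD, cut at about 25% in these data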;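 further: 0% = DMSO wells with enzyme and 100% = wells lacking Arfgap1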
Target sequence (Q62848 1-136 limits assumed): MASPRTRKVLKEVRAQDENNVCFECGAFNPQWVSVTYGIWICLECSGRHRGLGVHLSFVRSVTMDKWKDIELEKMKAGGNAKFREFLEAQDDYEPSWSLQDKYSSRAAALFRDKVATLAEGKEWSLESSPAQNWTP
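Repeats: one replicate per compound; assay system: rat Arfgap1 catalytic domain, aa 1-136; times: enzyme reaction 120 min at 25 °C after 20 min preincubation; detection: FP of antibody-bound GDP Alexa 633 tracer, ex 620/em 688 nm; benchmarks: high control wells lacking Arfgap1, low control full reaction with DMSO; reagent: human ARF1(Δ1-17)-GTP substrate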
* hit, by the source's call; i = inactive; . = no result given.

SMILES,FXN GAA850 act,GC-B act,rCAG binder,KLK7 zymogen act,ADAM10 inh,ASAP1 GAP inh,HGIII-sPLA2 inh,GC-A act,Tn6 DDE FP,ARFGAP1 inhibitor
O=C(Nc1ncc([N+](=O)[O-])s1)c1ccco1,2.7,6,1,0.0,-3,9,1,0,-4,9
O=C(Cc1ccc(Cl)cc1)NNC(=O)C1CC=CCC1C(=O)O (configuration not stated),1.6,-1,-1,0.6,0,1,-2,2,-4,3
Cc1cccc(NC(=O)CN2CCN(C(=O)C3CCC3)CC2)c1C,0.5,2,-1,0.4,-13,0,21*,4,5,-1
COc1ccccc1NC(=O)C1CCN(S(=O)(=O)c2cccs2)CC1,1.5,2,3,-0.1,-1,-6,2,-2,-4,15
Cc1ccc2c(c1)CCCN2C(=O)CCc1nc2ccccc2c(=O)[nH]1,-5.2,-6,5,1.5,-13,0,-3,-6,-2,3
O=C(N/C(=C\c1ccccc1)C(=O)N1CCOCC1)c1ccco1,3.2,2,-1,0.0,-4,-8,-1,2,-8,-2
COc1cccc(N(C(=O)c2cnccn2)C(C(=O)NC2CCCCC2)c2ccc(Cl)cc2)c1 (configuration not stated),3.0,-16,-8,-0.7,-5,6,-6,-30,2,16
O=C(CCCN1C(=O)CCC1=O)Nc1ccc(Cl)c(C(F)(F)F)c1,0.5,-2,-3,-0.3,3,-3,-9,-3,-5,-1
CCNC(=O)N1c2ccc(OC)cc2C(C)=CC1(C)C,0.7,-1,-3,-35,-103,-12,1,-2,-4,-9
O=C(CCC1CCCC1)NNC(=O)c1ccccc1O,-0.5,1,3,-1.7,-102,5,7,0,-2,-6
O=C(C1CCN(S(=O)(=O)c2cccs2)CC1)N(c1ccccn1)C1CCCCC1,-1.1,-2,-2,-0.4,3,-9,0,-3,4,16
CN(CC1COc2ccccc2O1)C(=O)CSc1nncs1 (configuration not stated),-0.8,1,1,-0.6,-8,6,-1,0,-5,-2
Cc1ccc2nc(SCC(=O)Nc3ccc(F)cc3F)nc(=O)n2c1,1.2,1,-7,0.0,-2,20,-5,0,2,22
Cc1c(OCC(=O)N(C)C)ccc2c3c(c(=O)oc12)CCCCC3,2.8,5,-3,0.8,-251,-4,-2,-2,-4,2
O=[N+]([O-])c1ccc(NCCCNS(=O)(=O)c2ccccc2)c(Cl)c1,0.3,-5,7,-0.8,12,-1,-29,0,1,-6
CCC(C)C(=O)Nc1nc(C)c(-c2csc(Nc3ccccc3OC)n2)s1 (configuration not stated),-0.6,6,21,-0.4,3,8,-7,-3,5,11
S=c1[nH]nc(/C=C/c2ccccc2)o1,-0.5,.,0,-0.1,-5,13,1,.,6,-5
CCC(c1ccc(NC(=O)OC(C)(C)C)cc1)c1cc(OC)cc(OC)c1 (configuration not stated),.,-13,3,1.2,6,.,-18,1,4,.
O=C(COC(=O)COc1cccc(Br)c1)Nc1ccc(F)cc1F,1.3,-6,-1,-0.5,-5,1,9,1,-2,16
CCOC(=O)C1CCN(Cc2cnc(Oc3ccc(OC)cc3)s2)CC1,2.1,-3,-8,-0.6,2,-10,-9,2,2,3
CC1(C(=O)Nc2ccc(Cl)cc2)Cc2c(-c3cccc(C(N)=O)c3)ccnc2O1 (configuration not stated),-6.5,-5,2,0.4,8,12,-5,-10,6,0
O=C1N(c2ccccc2)C2CS(=O)(=O)CC2N1c1ccc(Br)cc1 (configuration not stated),0.2,-7,7,-1.0,-13,-2,-10,0,-4,4
COc1ccc([N+](=O)[O-])cc1NC(=O)Cc1ccc(C)cc1,1.9,7,2,-0.6,-1,1,16,-4,-1,5
C[C@@H]1C=C(C(=O)NCc2nc3ccccc3[nH]2)O[C@H](OCCCCO)C1,-1.2,3,0,-0.5,-5,1,4,0,-1,5
CC1CCN(C(=O)C2CCC(=O)N(Cc3ccc(Cl)cc3)C2)CC1 (configuration not stated),0.0,6,-6,0.3,6,-6,3,2,-5,4
O=[N+]([O-])c1cccc(-c2ccc(SCc3ccccn3)nn2)c1,2.9,3,0,0.0,8,-6,5,7,4,15
O=C(/C=C/c1ccc(Cl)cc1)N1CCN(c2ccccn2)CC1,2.5,-4,-4,-0.1,-1,-4,-1,-30,-9,-11
COC(=O)CC(c1ccccc1F)N1Cc2ccccc2C1=O (configuration not stated),2.3,-2,-2,0.6,3,-2,-1,-1,-4,16
Cc1cccc(C)c1NC(=O)CSc1nnc(Cc2ccccc2)o1,0.7,6,-1,-0.4,12,7,2,2,7,4
CCOC(=O)c1ccccc1Nc1cn(C(C)=O)c2ccccc12,-4.6,9,1,-33,-242,-4,8,-3,-8,15
Cn1c(CNc2ccc(Cl)cc2)nnc1SCCN1CCCCC1,-2.0,3,-6,0.7,10,-2,0,-2,-2,-2
Cc1ccccc1S(=O)(=O)NC(=O)C1(C)CCN1C(=O)C1CCCCC1 (configuration not stated),0.2,-1,5,0.0,-7,0,3,-1,-3,7
O=C(CNCC1CCCO1)N1CCN(S(=O)(=O)c2ccc3ccccc3c2)CC1 (configuration not stated),-0.1,-6,-10,0.1,-10,5,7,0,3,-1
O=C(OC12CCCN(C1)/C(=C/c1cccc(Cl)c1)C2)c1ccc(F)cc1 (configuration not stated),.,2,2,0.0,2,.,3,-3,2,.
Cn1c(=O)[nH]c(=O)c2c1nc(Br)n2Cc1ccccc1Cl,-2.2,6,-5,0.5,1,-12,-1,3,7,-8
O=C(CN1C(=O)NC2(CCCC2)C1=O)NCCc1ccc(F)cc1,-0.1,2,2,-0.4,-9,9,11,3,-6,7
CC(CCN1CCC(C(O)(c2ccccc2)c2ccccc2)CC1)Oc1cccc(Cl)c1 (configuration not stated),.,-9,4,0.5,6,.,-14,-22,-1,.
CCOC(=O)C1=C(c2ccccc2)NC(SCC(N)=O)=C(C#N)C1c1cccnc1 (configuration not stated),1.2,-5,-3,0.4,-10,0,-1,1,5,6
Cc1nn(C)c(C)c1NC(=O)COc1ccccc1C#N,1.9,3,3,0.3,-12,-7,7,-1,4,-9
O=C(CCCn1c(=O)c2ccccc2n(CC(=O)N2CCN(c3ccccc3)CC2)c1=O)NCc1ccco1,2.0,3,-3,0.6,-8,18,4,-3,1,-3
CC(=O)Nc1ccc(CNc2nc(NCc3cccs3)nc3ccsc23)cc1,0.0,-4,1,0.2,-14,-5,-2,-1,11,11
C=C(C)c1cccc(C(C)(C)NC(=O)NCC2CCCO2)c1 (configuration not stated),-2.5,-1,6,0.1,-7,8,-6,5,-13,10
CC(=O)NC(=S)NNC(=O)CCc1ccccc1,0.5,4,0,-0.2,-10,-3,9,-1,1,10
O=C(Nc1ccc2c(c1)OCCO2)C1CCN(C(=O)c2ccc(F)cc2)CC1,2.1,1,-5,-0.3,1,14,6,4,0,17
Cc1ccc(NC(=O)CSc2nc3ccccc3c(=O)n2CCCN2CCCCC2)cc1Cl,1.6,-2,8,0.3,6,-13,-14,-8,-1,-2
COc1cccc(NC(=O)CN2C(=O)COc3ccc(S(=O)(=O)N4CCCCCC4)cc32)c1,-2.1,-2,6,-0.1,7,4,-10,-2,-8,0
CC(C)(C)Sc1ccc(N)nc1,2.0,0,3,-0.5,-10,-15,5,-2,-2,1
Cc1noc(/C=C/Nc2ccc(F)cc2F)c1[N+](=O)[O-],5.8,-5,2,0.3,-1,4,-11,-3,-2,14
CN(CC(=O)Nc1cccc(F)c1)C(=O)CCCc1c[nH]c2ccccc12,-0.7,4,5,0.1,-1,11,-48,-3,6,11
COc1ccc(NC(=O)N(C)C[C@@H]2OCc3cn(nn3)CCCC(=O)N([C@H](C)CO)C[C@H]2C)cc1,-0.6,3,-3,0.6,-16,9,8,1,2,8

Retrieved by compound from the list above (four):
SMILES,FXN GAA850 act,GC-B act,rCAG binder,KLK7 zymogen act,ADAM10 inh,ASAP1 GAP inh,HGIII-sPLA2 inh,GC-A act,Tn6 DDE FP,ARFGAP1 inhibitor
CC1(C(=O)Nc2ccc(Cl)cc2)Cc2c(-c3cccc(C(N)=O)c3)ccnc2O1 (configuration not stated),-6.5,-5,2,0.4,8,12,-5,-10,6,0
COc1cccc(NC(=O)CN2C(=O)COc3ccc(S(=O)(=O)N4CCCCCC4)cc32)c1,-2.1,-2,6,-0.1,7,4,-10,-2,-8,0
C=C(C)c1cccc(C(C)(C)NC(=O)NCC2CCCO2)c1 (configuration not stated),-2.5,-1,6,0.1,-7,8,-6,5,-13,10
CCNC(=O)N1c2ccc(OC)cc2C(C)=CC1(C)C,0.7,-1,-3,-35,-103,-12,1,-2,-4,-9

Next section:
SMILES,FXN GAA850 act,GC-B act,rCAG binder,KLK7 zymogen act,ADAM10 inh,ASAP1 GAP inh,HGIII-sPLA2 inh,GC-A act,Tn6 DDE FP,ARFGAP1 inhibitor
COCC(=O)Nc1ccccc1Br,0.4,2,0,-0.1,-8,-14,5,0,-1,8
COc1cc(F)c(S(=O)(=O)N2CCOc3ccccc32)cc1OC,4.0,-7,-2,0.2,-3,0,2,1,-6,7
CCCc1cc(=O)[nH]c(SCC(=O)N(C)CC(=O)Nc2ccccc2CC)n1,2.9,2,-3,-0.1,-14,2,-5,0,9,6
O=C(Cc1c(F)c(F)c(F)c(F)c1F)OC12CC3CC(C1)C(=O)C(C3)C2,-0.7,2,-9,0.5,-8,-7,5,-1,4,9
COc1ccc(S(=O)(=O)N2CCC(C(=O)NCCCc3ccccc3)CC2)cc1,1.4,3,-4,0.9,-3,-1,-8,-1,-3,9
Cc1ccc(NC(=O)CN2C(=O)c3ccccc3C2=O)nc1,2.0,-4,-1,0.4,-3,-1,4,5,1,-6
COc1ccc(C2C(C(=O)c3ccc(C)o3)=C(O)C(=O)N2CC2CCCO2)cc1OC (configuration not stated),1.3,4,0,0.9,4,3,-3,3,-1,1
COc1cc(CNC2CCCC2)cc(OC)c1,-0.3,-9,2,-0.4,5,-10,3,-4,-12,-3
CC(CC(=O)Nc1ccc2c(c1)c(=O)n(C)n2Cc1ccc(Cl)cc1)C(F)(F)F (configuration not stated),1.8,4,3,11,i,-5,-12,3,-2,14
O=C(/C=C/c1ccccc1)NC(=S)Nc1ccc(N2CCOCC2)c(Cl)c1,-0.9,4,0,0.1,-10,7,5,0,0,11
N#CCc1ccc(OC(=O)c2cnccc2C(F)(F)F)cc1,1.6,2,2,-0.8,-1,6,-3,4,2,7
NCCc1nnc(SCc2ccccc2F)o1,-1.0,0,2,-0.2,1,-8,-3,-1,0,10
O=C(Nc1nc2ccsc2c(=O)s1)C1CCC1,3.7,-4,0,-1.4,-10,-5,13,1,-5,0
CN(Cc1cn(Cc2ccccc2)nn1)C1CN(Cc2cn(Cc3ccccc3)nn2)S(=O)(=O)C1 (configuration not stated),.,7,2,0.6,0,-10,8,1,5,1
CCN(CC)CCn1c(/N=C/c2ccc(OC)c(OC)c2)nc2ccccc21,0.1,-3,3,0.4,2,8,-1,3,-2,6
COc1ccc(Cc2nc3ccccc3c(=O)n2N)cc1OC,-0.9,4,-1,-0.3,5,13,1,3,1,1
